Screening results as filed in PubChem.
MITF primary = inhibitors of human MITF. O75030. inhibition, % at 2.6 µM. hit rate 0.91% among 650,000. AID 1259374. AlphaScreen MITF homodimerization, bead proximity signal; in the data active means inhibition above about 50%;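 further: 0% = vehicle wells with protein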
GPR151 activ = activators of human GPR151; hit rate 1% among 650,000; AID 1508602; activation, % at 11.2 µM; Q8TDV0; PathHunter beta-arrestin GPR151 cells, luminescence; in the data active means activation above about 4.9%;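 further: 0% = median of compound wells and 100% = cells with positive control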
Target sequence (Q8TDV0 whole entry, looked up): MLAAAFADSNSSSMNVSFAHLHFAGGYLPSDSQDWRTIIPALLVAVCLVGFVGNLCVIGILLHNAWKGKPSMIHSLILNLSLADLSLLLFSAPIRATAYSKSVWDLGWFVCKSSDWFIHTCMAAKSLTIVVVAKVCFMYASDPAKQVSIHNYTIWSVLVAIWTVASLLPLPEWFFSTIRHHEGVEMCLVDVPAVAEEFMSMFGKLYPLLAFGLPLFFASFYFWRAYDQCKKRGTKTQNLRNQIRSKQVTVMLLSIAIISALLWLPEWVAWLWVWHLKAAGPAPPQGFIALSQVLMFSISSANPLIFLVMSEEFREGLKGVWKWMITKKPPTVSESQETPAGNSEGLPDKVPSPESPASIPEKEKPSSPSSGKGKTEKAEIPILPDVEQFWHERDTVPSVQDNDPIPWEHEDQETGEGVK
FBW7 activator = activators of human E3 ligase FBW7 | Q969H0 | AlphaScreen FBW7–phospho-cyclin E peptide binding, activator screen | normalized activity (activation), % at 26.1 µM | hit rate 0.13% among 650,000 | AID 1259310; in the data active means normalized activity above about 1.9%;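 further: purified mutant Fbw7 with reduced substrate affinity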
Target sequence (Q969H0 whole entry, looked up): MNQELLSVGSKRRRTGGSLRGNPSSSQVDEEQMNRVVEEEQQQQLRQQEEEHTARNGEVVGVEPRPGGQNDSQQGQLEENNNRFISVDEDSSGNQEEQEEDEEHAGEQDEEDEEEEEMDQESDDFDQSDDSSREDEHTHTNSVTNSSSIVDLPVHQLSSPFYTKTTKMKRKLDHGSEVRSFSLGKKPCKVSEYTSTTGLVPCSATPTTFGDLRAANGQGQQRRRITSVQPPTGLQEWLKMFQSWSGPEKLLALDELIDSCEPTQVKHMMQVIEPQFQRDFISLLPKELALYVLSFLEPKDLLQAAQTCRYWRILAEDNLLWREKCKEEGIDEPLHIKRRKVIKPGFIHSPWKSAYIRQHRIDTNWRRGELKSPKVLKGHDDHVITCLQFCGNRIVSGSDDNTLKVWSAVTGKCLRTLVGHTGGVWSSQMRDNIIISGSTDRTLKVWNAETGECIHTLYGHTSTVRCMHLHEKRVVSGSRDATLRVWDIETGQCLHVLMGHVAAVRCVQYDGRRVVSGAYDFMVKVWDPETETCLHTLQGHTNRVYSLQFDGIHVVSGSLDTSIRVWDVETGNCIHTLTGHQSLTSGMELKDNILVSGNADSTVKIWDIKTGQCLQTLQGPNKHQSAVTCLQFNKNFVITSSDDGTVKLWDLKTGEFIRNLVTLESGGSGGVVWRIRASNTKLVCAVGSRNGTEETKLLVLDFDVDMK
TEAD-YAP block = TEAD-YAP interaction inhibition; HEK-TIYL cells, TEAD-Gal4/YAP UAS-luciferase luminescence; inhibition, % at 9.12 µM; hit rate 1.4% among 640,000; AID 1259422; in the data active means inhibition above about 32%;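 further: 0% = median of test compound wells and 100% = reference inhibitor wells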
An asterisk follows results filed as active. Hits appear at their usual frequency (roughly 3.5% active in at least one column).

SMILES	MITF primary	TEAD-YAP block	GPR151 activ	FBW7 activator
Cc1ccc(-n2nc3c(c2NC(=O)c2cc(Cl)ccc2[N+](=O)[O-])CSC3)cc1	-10	3	0.2	-0.2
CC(C(=O)Nc1ccccc1Cl)N1C(=O)c2ccccc2C1=O (stereo not given)	-7	-5	-0.1	-0.1
COc1ccc(/C=N/NC(=O)COc2cccc(C)c2)cc1O	1	2	14*	-0.1
Cc1cccc(NC(=O)c2ccc(NCCc3ccccc3)c([N+](=O)[O-])c2)c1	10	6	6.6*	0.0
C=CCOc1c(/C=C/c2[nH]c(=O)[nH]c(=O)c2[N+](=O)[O-])cccc1OC	-10	-7	2.0	0.7
CCOC(=O)C1(Cc2ccc(Cl)cc2)CCN(C(=O)c2ccoc2)CC1	-4	-27	-1.6	-0.1
O=C(NCCCN1CCCCCC1)c1ccc2c(c1)NC(=O)c1ccccc1N2	11	0	-0.7	-0.1
CC1CCc2cc(F)ccc2N1C(=O)c1cc2ccccc2oc1=O (stereo not given)	27	0	2.8	0.1
CCOC(=O)c1c(NC(=O)CSc2nnc(CNC(=O)c3ccccc3F)n2-c2ccccc2OC)sc2c1CCCCC2	7	6	-0.1	0.1
Cc1cccc(/C(N)=N/OC(=O)c2ccc(I)cc2)c1	11	-19	-0.3	0.1
COc1ccccc1-c1ccc(C(=O)O)c(Cl)n1	1	-2	0.7	0.0
CCCCN(C)CCN1C(=O)C2C(C(=O)Nc3cccc(SC)c3)C3C=CC2(O3)C1C(=O)NC1CCCC(C)C1C (stereo not given)	-8	-9	-1.0	0.1
O=C(NCC1CCCO1)C(=O)N/N=C/c1cccc([N+](=O)[O-])c1 (stereo not given)	-1	4	0.0	-0.1
O=C(NNC1CC(=O)N(c2ccc(F)cc2)C1=O)c1ccccc1[N+](=O)[O-] (stereo not given)	-8	-4	-0.1	-0.2
COC(=O)c1cc(CNC(=O)c2nonc2C)cc(NC(=O)Cc2ccccc2)c1	8	4	-0.2	0.0

Already shown: four of the compounds above.
SMILES	MITF primary	TEAD-YAP block	GPR151 activ	FBW7 activator
CCCCN(C)CCN1C(=O)C2C(C(=O)Nc3cccc(SC)c3)C3C=CC2(O3)C1C(=O)NC1CCCC(C)C1C (stereo not given)	-8	-9	-1.0	0.1
O=C(NCC1CCCO1)C(=O)N/N=C/c1cccc([N+](=O)[O-])c1 (stereo not given)	-1	4	0.0	-0.1
O=C(NNC1CC(=O)N(c2ccc(F)cc2)C1=O)c1ccccc1[N+](=O)[O-] (stereo not given)	-8	-4	-0.1	-0.2
COC(=O)c1cc(CNC(=O)c2nonc2C)cc(NC(=O)Cc2ccccc2)c1	8	4	-0.2	0.0

Additional entries follow.
SMILES	MITF primary	TEAD-YAP block	GPR151 activ	FBW7 activator
COCCCNC(=O)CSc1nc(-c2ccc(SC)cc2)[nH]c1-c1ccccc1	17	3	-0.7	-0.3
CC(O)Cn1c(N2CCN(c3ccccc3)CC2)nc2c1c(=O)[nH]c(=O)n2C (stereo not given)	13	-7	-0.9	0.0
NC(=O)CCC(NC(N)=O)C(=O)O (stereo not given)	16	7	0.1	0.4
CS(=O)(=O)N(CC(=O)Nc1c(F)cccc1F)Cc1ccccc1	14	7	0.5	0.1
Cc1ccccc1C1c2[nH]c3ccccc3c2CCN1C(=O)c1ccc(=O)n(C)n1 (stereo not given)	11	5	-1.3	0.1
C=CCc1cc(/C=C2/SC(=S)N(CCC(=O)O)C2=O)cc(OC)c1O	12	0	-0.2	-0.3
CN1C(=O)C(C)(C)c2cc(S(=O)(=O)N(C)CC(=O)Nc3cccc(Cl)c3)ccc21	5	-6	0.6	0.0
c1ccc(CN2CCC(Nc3nc(Nc4ccccc4)c4[nH]cnc4n3)CC2)cc1	-19	-1	-1.5	0.0
CCC(=O)N1CCC(C(Cc2ccccc2C)N(C)C(=O)Cn2cccn2)CC1 (stereo not given)	-9	-4	1.3	0.0
O=[N+]([O-])c1cc(S(=O)(=O)N2CCOCC2)ccc1NN=C1C2CC3CC(C2)CC1C3	2	-3	5.0*	0.0
Cc1nn(CC(=O)Nc2sc3c(c2C#N)CCC(C(C)(C)C)C3)c(C)c1[N+](=O)[O-] (stereo not given)	2	4	-2.0	0.0
CCCS(=O)(=O)C(=C(Nc1ccc2ccccc2c1)Nc1ccc2ccccc2c1)S(=O)(=O)CCC	1	-6	-0.5	-0.2
COc1ccc(-c2cc(C(=O)NCC(C)C)c3ccccc3n2)cc1	14	5	-0.6	0.0
COc1ccccc1C1=NC(C(F)(F)F)(C(F)(F)F)c2c(n(C)c(=O)n(C)c2=O)N1	9	-24	-0.5	0.5
CC1CC(N(C(=O)c2ccco2)c2ccccc2)c2ccccc2N1 (stereo not given)	-4	10	0.4	-0.1
Cc1ccc(N2CC(CNC(=O)c3ccco3)CC2=O)cc1 (stereo not given)	9	14	0.4	0.1
COc1ccc2oc(=O)c(NC(=O)/C=C/c3ccc(Cl)cc3Cl)cc2c1	1	-4	1.4	0.0
C=C(C)Cn1c(COc2cccc(C)c2)n[nH]c1=S	-4	-11	-0.3	0.1
CCOC(=O)C(NC(=O)c1ccc(N2CC3CC(C2)c2cccc(=O)n2C3)c([N+](=O)[O-])c1)C(=O)OCC (stereo not given)	12	-12	-0.1	-0.1
Cc1c(C(=O)N(C)C2CCCCC2)sc2ncnc(N3CCCCC3C)c12 (stereo not given)	2	-5	-1.4	-0.1
CCOC(=O)c1c(NC(=O)c2ccco2)sc(C(=O)Nc2ccc(OC)cc2)c1C	-1	-1	0.1	0.2
COc1ccccc1CCNC(=O)CC1C(=O)NCCN1Cc1cccc(OC)c1OC (stereo not given)	3	6	0.0	0.0
CCCc1cc(=O)[nH]c2nnc(SCC(=O)NCc3ccc(F)cc3)n12	6	-1	0.8	-0.2
O=C(Nc1nn2c(-c3ccco3)nnc2s1)c1ccco1	6	2	1.6	0.0
O=C(CCSc1nnc2scc(-c3ccccc3)n12)NCCc1ccccc1	5	10	-1.4	0.3
C/C(CC(=O)NC12CC3CC(CC(C3)C1)C2)=N\NC(=O)c1ccccc1C	16	-15	-1.6	0.0
CCOC(=O)c1ccc(N=Cc2ccc(O)cc2)cc1	19	13	-1.1	-0.1
Cc1ccc(-n2ncnc2-c2ccc(Cl)cc2)cc1Cl	-2	1	1.8	0.0
COc1ccc(C(=O)C(C)OC(=O)c2[nH]c(C)c(C(C)=O)c2C)cc1 (stereo not given)	8	21	3.0	0.0
CCOC(=O)c1c(NC(=O)C(C)Sc2nnc(CNC(=O)c3cccs3)n2-c2ccc([N+](=O)[O-])cc2)sc2c1CCCCC2 (stereo not given)	4	-12	0.1	0.1

Next section; it opens with the 2 that closed the last part.
SMILES	MITF primary	TEAD-YAP block	GPR151 activ	FBW7 activator
COc1ccc(C(=O)C(C)OC(=O)c2[nH]c(C)c(C(C)=O)c2C)cc1 (stereo not given)	8	21	3.0	0.0
CCOC(=O)c1c(NC(=O)C(C)Sc2nnc(CNC(=O)c3cccs3)n2-c2ccc([N+](=O)[O-])cc2)sc2c1CCCCC2 (stereo not given)	4	-12	0.1	0.1
COc1ccc(Nc2nnc(-c3cc4c(CO)cnc(C)c4oc3=O)s2)cc1Cl	3	-6	1.8	0.0
O=C(CNc1ccc(C(F)(F)F)cc1[N+](=O)[O-])OCc1cccc([N+](=O)[O-])c1	15	4	-2.4	0.2
O=C1CNC(c2ccccc2)=C2C=C(Br)C=CC2N1 (stereo not given)	2	7	0.5	-0.2
COc1cccc(/C=N\NC(=O)c2ccco2)c1O	23	-21	-2.8	0.0
CCN1CC23C=CC(O2)C(C(=O)NC2(c4ccc(F)cc4)CCCC2)C3C1=O (stereo not given)	4	-11	0.6	-0.1
COC(=O)c1c(-c2ccncc2)csc1NC(=O)c1ccoc1C	0	-61	3.3	-0.1
Cc1cnc(Nc2ccc(-n3ccnc3)cc2)nc1Nc1ccc(N2CCOCC2)cc1	5	51*	-1.2	-0.3
CC1(C)COC(O)(C(Cl)(Cl)Cl)CC1=O (stereo not given)	-2	13	0.6	0.0
CCCN1C=C(C(=O)OC)C(c2cccc(Oc3ccccc3)c2)C(C(=O)OC)=C1	-20	-4	-1.3	2.1*
COC(=O)c1ccccc1C(=O)N1CCCC(N(C)CCc2ccc(OC)c(OC)c2)C1 (stereo not given)	18	6	-0.7	0.4
Cc1ccc(C(=O)Nc2ccc(Cl)cc2)cc1NC1=NC2CS(=O)(=O)CC2S1 (stereo not given)	18	-8	-2.8	0.3
Cc1[nH]n2cnnc2c(=O)c1Br	0	-8	-5.1	0.0
CC(=O)c1ccc(NC(=O)CSc2nccn2Cc2ccc3c(c2)OCO3)cc1	-1	6	2.1	-0.1
Cc1ccc(C)c(NC(=O)c2cc(-c3ccc(Br)cc3)nc3c(C)cccc23)c1	1	0	-0.7	0.0
Cc1cc(Nc2ccncc2)n2c(nc3ccccc32)c1C#N	-7	-3	-0.3	0.2
CC(=O)c1cccc(NC(=S)NNC(=O)c2ccncc2)c1	0	0	-3.5	-0.1
CCCN(CCC#N)S(=O)(=O)c1ccccc1[N+](=O)[O-]	13	-1	2.0	0.3
Cc1cc(Br)ccc1OCC(=O)Nc1cccc([N+](=O)[O-])c1	9	-75	-2.7	0.9
Nc1cc2c(cc1C(=O)O)OCCCO2	4	-1	2.5	-0.1
COc1cc(C=O)cc(OC)c1OCc1ccc2c(c1)OCO2	6	0	3.2	0.1
C=CCn1c(SCC(=O)N2CCOCC2)nc2scc(-c3ccccc3Cl)c2c1=O	-10	50*	1.4	-0.5
CCn1c(/N=C/N(C)C)c(C=O)c(=O)[nH]c1=O	1	7	4.2	0.0
CC(C)C(CP(=O)(O)O)NC(=O)Cc1ccccc1 (stereo not given)	7	-17	0.5	0.0
O=C(NCCCn1cccn1)c1cc(COc2ccc(F)cc2Cl)on1	-4	-12	-0.4	0.1
CCOc1ccc(/C=C/C(=O)Nc2ccc(Cl)c([N+](=O)[O-])c2)cc1OC	1	2	1.6	0.1
CCOC(=O)c1c(N)oc2c(-c3ccc(C)cc3)c3c(C(=O)OCC)c(N)oc3cc12	-1	-17	-0.5	-0.2
O=C(Cn1c(=O)oc2ccccc21)Nc1nnc(SCc2ccccc2)s1	-1	5	1.0	0.2
Cc1ccccc1CC1(CO)CCCN(C(=O)CN(C)Cc2cccnc2)C1 (stereo not given)	10	1	0.2	0.1
Cc1[nH]nc(NNC(=O)COc2ccc(Br)cc2)c1[N+](=O)[O-]	-3	-7	-0.3	-0.1
COc1cc([N+](=O)[O-])cc2cc(C(=O)N3CCN(c4ccc(F)cc4)CC3)c(=O)oc12	11	0	0.7	0.0
Cc1cc(F)ccc1NS(=O)(=O)c1ccc(CN2C(=O)c3cccnc3C2=O)cc1	4	-8	0.4	-0.3
Cn1ccc(C(=O)NCC2CCC3(CCN(Cc4ccc(F)cc4F)CC3)O2)n1 (stereo not given)	18	4	-1.1	0.6
CCOC(=O)C1=CN(c2ccc(C)c(C)c2)C=C(C(=O)OCC)C1c1cc(Br)ccc1OC	12	-1	0.0	0.0
CCO/C=C(/C(C)=O)C(=O)c1ncc(C(F)(F)F)cc1Cl	6	-4	-2.0	0.0
Cc1ccc(N(CC(=O)NC(C)(C)C)C(=O)C(=O)Nc2ccc3c(c2)OCCO3)cc1	-13	-9	-0.3	-0.1
COc1ccc(NC(=O)C(C)NS(=O)(=O)c2ccc(C)cc2)c(OC)c1 (stereo not given)	9	-7	-0.1	0.0
CC1=C(C(=O)OCC2CCCO2)C(c2ccc(F)c(F)c2)C2=C(CC(C)(C)CC2=O)N1 (stereo not given)	14	1	1.0	0.3
N#Cc1nc(COc2ccc(F)cc2)oc1NCc1ccc(F)cc1	10	-26	-0.8	0.1
COc1ccc(NC(=O)CCN2CCC(C)CC2)c(OC)c1	2	-1	-1.8	-0.1
Cn1c(SCCO)nc2c1c(=O)[nH]c(=O)n2C	4	-4	2.4	0.2
CCOCCCNC(=O)c1c[nH]c2ccc(S(=O)(=O)N3CCC4(CC3)OCCO4)cc2c1=O	13	1	-0.2	0.6
Cc1ccccc1NS(=O)(=O)c1nnc(NC(=O)CC(C)C)s1	4	4	-0.8	0.0
CC1C(=O)N(C)C(=O)c2nc[nH]c21 (stereo not given)	14	4	-1.8	0.0
COc1ccc(CN(CCC(c2ccccc2)C2CCOC(C)(C)C2)C(C)=O)cc1 (stereo not given)	-6	-8	0.2	0.0
COc1ccc(CCNC(=O)CSc2nncc(=O)n2N)cc1OC	-4	11	0.2	0.0

Individual results from the list.
Result for `COc1ccc(-c2cc(C(=O)NCC(C)C)c3ccccc3n2)cc1` in MITF primary: 14
Result for `CCCc1cc(=O)[nH]c2nnc(SCC(=O)NCc3ccc(F)cc3)n12` in TEAD-YAP block: -1
Result for `CCOC(=O)C(NC(=O)c1ccc(N2CC3CC(C2)c2cccc(=O)n2C3)c([N+](=O)[O-])c1)C(=O)OCC` (stereo not given) in GPR151 activ: -0.1
Result for `C/C(CC(=O)NC12CC3CC(CC(C3)C1)C2)=N\NC(=O)c1ccccc1C` in GPR151 activ: -1.6

Other entries
SMILES	MITF primary	TEAD-YAP block	GPR151 activ	FBW7 activator
Cc1ccc2sc(N3CCN(C(=O)c4ccc(Br)s4)CC3)nc2c1C	-5	2	1.1	0.1
CCOc1ccc2nc(NC(=O)CSc3nnc(C)s3)sc2c1	-1	-12	-1.3	1.0
CCc1cc(N2CCC(CO)CC2)n2nc3nc(C)cc(C)c3c2n1	5	2	-1.8	0.3
Cc1ccc2cc(C(c3nnnn3Cc3ccc(F)cc3)N3CCOCC3)c(=O)[nH]c2c1 (stereo not given)	-4	-9	0.8	-0.1
CCOC(=O)c1cnc2cc(Cl)c(OC)cc2c1NCc1ccccc1OC	3	-10	1.1	0.1
